# High-throughput results (PubChem BioAssay)
# GSK3A inh = human GSK-3 alpha kinase inhibition. AID 2650. P49840. ADP-Glo luminescence, 60 min. 0.1% of 320,000 active. inhibition, % at 10 µM;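 in the data active means inhibition above about 50%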;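 further: GST-tagged GSK-3 alpha with peptide substrate and 25 µM ATP; 0% = DMSO neutral wells and 100% = GW8510 positive control wells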
# Target sequence (P49840 whole entry, looked up): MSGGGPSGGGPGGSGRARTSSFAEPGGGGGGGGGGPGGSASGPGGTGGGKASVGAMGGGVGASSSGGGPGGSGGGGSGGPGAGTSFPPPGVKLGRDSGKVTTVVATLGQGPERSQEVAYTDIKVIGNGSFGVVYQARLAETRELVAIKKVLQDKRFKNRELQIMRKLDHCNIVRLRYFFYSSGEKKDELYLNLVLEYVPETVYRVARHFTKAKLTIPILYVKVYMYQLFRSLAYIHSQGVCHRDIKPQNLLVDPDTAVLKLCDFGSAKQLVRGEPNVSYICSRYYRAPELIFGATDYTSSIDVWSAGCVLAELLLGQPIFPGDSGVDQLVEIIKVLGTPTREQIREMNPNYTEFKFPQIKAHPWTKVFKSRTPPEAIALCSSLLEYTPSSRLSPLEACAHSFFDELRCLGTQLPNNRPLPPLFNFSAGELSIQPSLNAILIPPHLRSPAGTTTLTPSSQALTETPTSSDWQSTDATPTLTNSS
# HSF1 inh = HSF1 inhibition. NIH3T3-HGL HSE-luciferase, MG132-induced, luminescence 8 h; stronger effect = lower value. activity change, negative = inhibition, % at 7.5 µM (by protocol). 0.77% of 300,000 active. AID 2098;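 active means more than half of replicate wells show activity change below -50%, luminescence cut by over half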;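 further: luciferase reports HSF-1 transcriptional activity via heat shock element; 0% = median of DMSO wells and -100% = zero luminescence signal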
# GSK3B inh = inhibitors of human GSK3beta kinase; activity score (negative = inhibition), % at 10 µM; GST-GSK3beta kinase, ADP-Glo luminescence, 60 min; stronger effect = lower value; P49841; 0.038% of 300,000 active;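 active means more than half of replicate wells score below -50%, meaning over 50% inhibition versus plate controls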;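 further: 0% = median DMSO wells and -100% = median GW8510 positive control wells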
# Target sequence (P49841 whole entry, looked up): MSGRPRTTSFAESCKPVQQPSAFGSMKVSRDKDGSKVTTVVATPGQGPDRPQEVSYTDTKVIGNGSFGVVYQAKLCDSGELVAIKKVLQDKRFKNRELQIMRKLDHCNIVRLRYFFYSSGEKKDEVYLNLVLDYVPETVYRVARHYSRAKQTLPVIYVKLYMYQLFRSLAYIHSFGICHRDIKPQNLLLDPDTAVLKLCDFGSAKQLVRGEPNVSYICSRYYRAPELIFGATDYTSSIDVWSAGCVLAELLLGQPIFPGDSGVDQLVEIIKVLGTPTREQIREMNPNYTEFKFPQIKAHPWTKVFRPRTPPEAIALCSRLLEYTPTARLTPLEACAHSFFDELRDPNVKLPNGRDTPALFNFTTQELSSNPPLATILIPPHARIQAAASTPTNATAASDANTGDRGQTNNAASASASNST
#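 Test system: GST-tagged human GSK3beta kinase, cell-free; evaluation: activity score scaled between in-plate DMSO and GW8510 controls; measured by: ADP-Glo luminescence; incubation: 60 min reaction, RT; benchmarks: DMSO and 20 µM GW8510; reagent: peptide substrate plus 25 µM ATP (final); medium: Tris/MgCl2 kinase buffer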
# HSF1 activator = increases HSF-1 driven luciferase reporter signal | NIH3T3-HGL HSF-1 luciferase reporter, MG132, 8 h; 100% = twice DMSO control signal | activation, % at 9 µM | 1.7% of 300,000 active | AID 504408;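 active means mean replicate activation of at least 50% with a set share of replicates each reaching 50%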;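 further: 0% = median of the neutral control wells and 100% = twice that signal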
# aSyn 5UTR inh = 5' untranslated region of α-synuclein, MLPCN primary screen; alpha-synuclein 5'UTR reporter, inhibitor activity; inhibition, % (tested at 7.5 µM); 0.82% of 300,000 active; in the data active means inhibition above about 60%;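 further: H4 neuroglioblastoma cells stably carrying SNCA 5'UTR luciferase fusion; 0% = DMSO wells and 100% = positive control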
# HSP90 inh = HSP90 refolding inhibition in rabbit reticulocyte lysate. AID 1789. inhibition, % at 5.6 µM. luciferase refolding luminescence, 3 h. 0.91% of 290,000 active;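 active means inhibition above the screen-wide mean plus 3 SD, computed separately per campaign, cut at about 16% in these data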;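 further: 0% = DMSO wells and 100% = 60 µM geldanamycin wells; inhibitors lower the luminescence because luciferase stays unfolded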
# IEC-6 tox = IEC-6 cytotoxicity, counter-screen for KLF5 inhibitors; inhibition, % at 5 µM; AID 1825; 0.78% of 290,000 active; luminescence viability; in the data active means inhibition above about 22%;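 further: 0% = plate median of test compound wells and 100% = cytotoxic reference compound wells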
# Platelet DG rel = modulates dense granule release in human platelets | inhibition, %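 (compounds screened at 7.5 µM in platelet-rich plasma)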 | 0.22% of 300,000 active | AID 1663 | human platelet-rich plasma, SFLLRN dense granule ATP release, luminescence;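 active means mean replicate score, as percent of positive control, at or above 50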
# Dyrk1A ADPGlo = blocks rat Dyrk1A kinase activity | Q63470 | ADP-Glo luminescence, NFATc1 peptide | inhibition, % at 12.5 µM | 0.43% of 310,000 active | AID 504441; in the data active means inhibition above about 50%;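 further: plate controls were vehicle with enzyme for no effect and no enzyme for full effect; many of its hits are not listed in these tables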
# KLF5 inhibitor = inhibitors of KLF5 expression; DLD-1 KLF5 promoter-luciferase reporter, luminescence; inhibition, % at 5 µM; 0.23% of 290,000 active; AID 1700;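 active means inhibition above a per-plate limit of that plate's mean compound inhibition plus 3 SD, cut at about 60% in these data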;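 further: 0% = DMSO wells and 100% = LY294002 at 200 µM; higher means less KLF5 promoter-driven luciferase light; inactives centre near -14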
# An asterisk follows results filed as active; · = no result given. Only part of the results is shown; the hit share may differ from the screen's.
SMILES,GSK3A inh,HSF1 inh,GSK3B inh,HSF1 activator,aSyn 5UTR inh,HSP90 inh,IEC-6 tox,Platelet DG rel,Dyrk1A ADPGlo,KLF5 inhibitor
O=C(CN1c2ccccc2S(=O)(=O)c2ccccc21)Nc1ccccc1F,-1,3,1,-2,-5,-3,3,4,-2,-8
Brc1ccc(-c2noc(COc3ccc4ccccc4c3)n2)o1,1,5,-1,13,-13,2,5,-4,4,-14
N#CC1=C2C=CC=CN2CC1=O,17,-26,0,-36,-19,20*,-7,7,10,-83
Cc1ccccc1C(=O)NNC(=O)c1cc(N)cc([N+](=O)[O-])c1,-1,2,0,1,18,-2,-8,4,-2,-1
C=CCOC(=O)c1cn(CC)c2nc(C)ccc2c1=O,-1,-11,1,6,24,-3,2,-10,-2,7
CC(=O)Nc1sc(N/N=C\c2ccccc2F)nc1-c1cccs1,4,-8,2,-4,-184,3,-8,17,-3,-8
COCCN1Cc2cccc(C(=O)NCCc3ccccc3)c2C1=O,-1,-1,0,-1,6,0,0,4,1,-40
O=C(Nc1cccn(Cc2c(Cl)cccc2Cl)c1=O)C1CC1,1,6,-2,21,-15,-1,-5,5,0,-42
CCCCc1ccc(N2C(=NC(=O)C3CCCO3)SC3CS(=O)(=O)CC32)cc1 (stereo not drawn),0,4,3,-15,8,2,-1,6,1,13
COCCn1c(=O)c2c(nc3n2CCCN3CCc2ccc(OC)c(OC)c2)n(C)c1=O,0,6,2,9,10,0,-2,4,-7,-3
CN1CCN(C(=O)c2cc(COc3c(F)cccc3F)on2)CC1c1ccccc1 (stereo not drawn),-2,-34,-4,-46,-36,0,-6,2,0,-35
O=C(Cc1ccc([N+](=O)[O-])cc1)c1ccc(O)cc1O,2,4,-1,3,2,-3,4,1,13,-29
CCc1ccc(Nc2n[n+](-c3ccccc3)c(-c3ccc(N(CC)CC)cc3)s2)cc1,-1,5,-1,19,-19,20*,1,1,-3,-45
O=C(NCCS(=O)(=O)N1CCN(c2ccccc2)CC1)c1ccccc1F,-2,-6,0,3,12,·,·,1,-11,·
CC1(C)CC(=O)C(N=Nc2ccc(Cl)cc2)=C(O)C1,1,11,-1,6,-41,-2,3,-39,0,-9
Cc1cccc(NC(=O)COC(=O)CCCC2=NS(=O)(=O)c3ccccc3N2)c1,4,-3,-2,-3,6,1,-5,6,29,9
O=C(NC(=S)Nc1c(F)cc(F)cc1Br)c1ccc2c(c1)OCCO2,-1,-5,2,-19,-49,1,-2,1,·,-52
CCOc1cccc2cc(C(=O)N3CCN(C/C=C/c4ccccc4)CC3)c(=O)oc12,-1,-3,-1,23,-15,4,-4,-5,8,-14
O=C(NCc1ccc2c(c1)OCO2)C1CCN(S(=O)(=O)c2cccs2)CC1,-1,3,4,7,20,-3,2,9,4,-32
COc1cc(C(=O)OCC(=O)Nc2c(F)c(F)c(F)c(F)c2F)cc(OC)c1OC,1,-4,6,2,9,-1,-3,38,13,5

# As a short view, six of the compounds above.
SMILES,GSK3A inh,HSF1 inh,GSK3B inh,HSF1 activator,aSyn 5UTR inh,HSP90 inh,IEC-6 tox,Platelet DG rel,Dyrk1A ADPGlo,KLF5 inhibitor
CN1CCN(C(=O)c2cc(COc3c(F)cccc3F)on2)CC1c1ccccc1 (stereo not drawn),-2,-34,-4,-46,-36,0,-6,2,0,-35
O=C(Cc1ccc([N+](=O)[O-])cc1)c1ccc(O)cc1O,2,4,-1,3,2,-3,4,1,13,-29
CCc1ccc(Nc2n[n+](-c3ccccc3)c(-c3ccc(N(CC)CC)cc3)s2)cc1,-1,5,-1,19,-19,20*,1,1,-3,-45
O=C(NCCS(=O)(=O)N1CCN(c2ccccc2)CC1)c1ccccc1F,-2,-6,0,3,12,·,·,1,-11,·
CC1(C)CC(=O)C(N=Nc2ccc(Cl)cc2)=C(O)C1,1,11,-1,6,-41,-2,3,-39,0,-9
Cc1cccc(NC(=O)COC(=O)CCCC2=NS(=O)(=O)c3ccccc3N2)c1,4,-3,-2,-3,6,1,-5,6,29,9

# Continuation.
SMILES,GSK3A inh,HSF1 inh,GSK3B inh,HSF1 activator,aSyn 5UTR inh,HSP90 inh,IEC-6 tox,Platelet DG rel,Dyrk1A ADPGlo,KLF5 inhibitor
Cc1c(NC(=O)c2cc(-c3ccco3)on2)c(=O)n(-c2ccccc2)n1C,0,0,1,-3,-17,0,3,16,2,0
COc1cc(C(=S)N2CCCCC2)ccc1OCC(=O)N1CCCC1,0,-5,-3,12,14,2,-2,1,-1,-9
CCOc1ccc([N+](=O)[O-])c(N)c1,1,-10,-3,-6,14,-2,1,-19,1,-18
Cc1ccc(NC(=O)CSCC(=O)Nc2ccccc2N2CCCC2)cc1,-1,7,-2,8,9,·,·,-3,12,·
C/C(=N\O)C(=O)NCC1CCNCC1,0,0,0,-3,2,0,-2,-3,-11,-30
CCOC(=O)C1=C(C)NC(C)=C(C(=O)OCC)C1c1ccco1,-6,-2,1,-5,10,-9,0,1,12,-13
NC(=O)COC(=O)c1cccc(S(=O)(=O)N2CCCc3ccccc32)c1,2,-6,2,-13,24,-1,1,0,2,3
COc1ccc(/C=C/C(=O)O)cc1S(=O)(=O)N1CCCC1,-4,-2,2,11,-6,3,0,-3,·,-3
CC1CN(C(=O)CCNS(=O)(=O)c2ccc(Br)cc2)CC(C)O1 (stereo not drawn),1,-2,3,-7,9,·,·,-3,9,·
Cc1ccc(C(=O)Nc2cccc(C(F)(F)F)c2)cc1NC(=O)c1csc(-c2ccncc2)n1,-3,-17,1,-32,54,·,·,1,2,·
Cc1ccc(C(c2nnnn2CC2CCCO2)N2CCN(c3cccc(C)c3C)CC2)cc1 (stereo not drawn),-2,3,1,6,12,-1,-2,-7,-3,-47
c1ccc(C(Cc2nc(-c3cccnc3)no2)c2ccccc2)cc1,-2,2,4,-5,-23,2,-2,10,11,-16
NC(=O)c1ccc(NC(=O)C2CCCC2)cc1,-1,-3,·,-1,8,-1,5,2,-4,-28
CC(CNC(=O)CCS(=O)(=O)c1ccc2c(c1)oc(=O)n2C)c1ccccc1 (stereo not drawn),-3,10,-2,32,-11,-2,-7,20,-4,2
C/C(=N\N=C(/N)c1nonc1N)c1ccc2c(c1)OCO2,2,53,0,101*,-110,5,-2,1,-7,-78
COC(=O)c1c(C)cc(C)n2c1nc1ccccc12,-1,6,-4,10,15,4,8,5,10,-10
CS(=O)(=O)N(CC(=O)N1CCCC1)Cc1ccc(F)cc1,-2,-1,-3,6,12,-1,-2,-4,·,-41
O/N=C1\CCSc2ccc(F)cc21,-1,7,-1,-3,-2,-1,-7,4,·,-10
O=C(N/N=C\c1ccc(-c2ccc([N+](=O)[O-])cc2)o1)c1ccc2c(c1)OCO2,0,-1,-1,21,4,-4,-5,-1,-3,11
CCOc1ccc(S(=O)(=O)Nc2nc3ccccc3nc2Nc2ccc(N3CCOCC3)cc2)cc1,0,1,-1,-17,9,0,3,-6,1,-31

# Profiles from above. Order of values: GSK3A inh	HSF1 inh	GSK3B inh	HSF1 activator	aSyn 5UTR inh	HSP90 inh	IEC-6 tox	Platelet DG rel	Dyrk1A ADPGlo	KLF5 inhibitor
# C/C(=N\O)C(=O)NCC1CCNCC1 across the screens: 0	0	0	-3	2	0	-2	-3	-11	-30
# CCOC(=O)C1=C(C)NC(C)=C(C(=O)OCC)C1c1ccco1 across the screens: -6	-2	1	-5	10	-9	0	1	12	-13

# Sorted by SMILES length (smallest number first): some entries from above.
SMILES,GSK3A inh,HSF1 inh,GSK3B inh,HSF1 activator,aSyn 5UTR inh,HSP90 inh,IEC-6 tox,Platelet DG rel,Dyrk1A ADPGlo,KLF5 inhibitor
C/C(=N\N=C(/N)c1nonc1N)c1ccc2c(c1)OCO2,2,53,0,101*,-110,5,-2,1,-7,-78
O=C(Cc1ccc([N+](=O)[O-])cc1)c1ccc(O)cc1O,2,4,-1,3,2,-3,4,1,13,-29
CC1CN(C(=O)CCNS(=O)(=O)c2ccc(Br)cc2)CC(C)O1 (stereo not drawn),1,-2,3,-7,9,·,·,-3,9,·
CCOc1ccc(S(=O)(=O)Nc2nc3ccccc3nc2Nc2ccc(N3CCOCC3)cc2)cc1,0,1,-1,-17,9,0,3,-6,1,-31

# Remaining list, next part:
SMILES,GSK3A inh,HSF1 inh,GSK3B inh,HSF1 activator,aSyn 5UTR inh,HSP90 inh,IEC-6 tox,Platelet DG rel,Dyrk1A ADPGlo,KLF5 inhibitor
CC(C)(C)c1ccc(C(=O)NNC(=S)NC(=O)c2cccnc2)cc1,-1,-8,-3,-16,60,0,30*,-4,-1,27
CCOC(=O)C1CCN(C(=O)C(C)Oc2ccc(Br)cc2)CC1 (stereo not drawn),-1,4,1,6,24,2,0,6,2,-4
COc1ccc(NC(=O)C(NC(=O)OC(C)(C)C)C(C)OCc2ccccc2)cc1 (stereo not drawn),-1,-3,2,-15,-4,-1,1,-5,-2,-1
CCOC(=O)c1c(NC(=O)C2CCCO2)sc2c1CCC2 (stereo not drawn),0,1,-3,-4,22,-2,-1,3,2,-23
Nc1ccc(-n2nncc2-c2ccco2)cc1,4,0,-2,6,-3,-2,4,-8,0,10
Cc1ccc(SCCN2CCN(CCc3ccccc3)CCC2=O)cc1,-4,-7,2,2,12,·,·,2,6,·
CCC1(C)COC(C)(CC(=O)NNC(=O)Nc2ccccc2)OC1 (stereo not drawn),1,0,9,2,-32,2,1,-2,-3,-10
CC(C)N(C(=O)Cn1cc(S(=O)(=O)CC(=O)Nc2ccccc2)c2ccccc21)C(C)C,-1,-4,-2,-18,3,4,8,-5,4,0
CC(C)CC(=O)NC(=S)Nc1cc(C(=O)O)ccc1Cl,-2,-10,-3,-8,-9,-3,-7,-7,1,1
COc1ccc(S(=O)(=O)NC2(C(F)(F)F)N=C(c3ccccc3)NC2=O)cc1 (stereo not drawn),-3,-3,-1,-4,1,4,2,-2,-3,-19
O=C(NC(=S)Nc1ccccc1N1CCOCC1)c1cccc([N+](=O)[O-])c1,3,1,3,26,3,4,0,-10,9,-44
C=Cn1cc[n+](CC(=O)c2ccc(OC)cc2)c1,0,1,4,4,-14,-1,-1,7,4,-32
Cc1cc(NC(=O)Cc2cccs2)no1,0,·,·,·,·,4,-2,·,-1,-37
CS(=O)(=O)c1ccc2nc(NC(=O)Nc3cccc(Cl)c3)sc2c1,-1,46,0,99*,-85,-6,3,-14,-10,-29
O=C(CSCc1ccccc1)Nc1ccc(S(=O)(=O)N2CCOCC2)cc1,·,-3,-6,-8,6,-2,2,-1,-3,-8
CCO[C@H]1OC(C(=O)N2CCOCC2)=C[C@@H](c2ccc3c(c2)OCO3)[C@@H]1CCCO,-4,-5,-2,-14,12,8,-4,-2,3,-20
CCOC(=O)Cn1nc(C)n(-c2ccc(F)cc2)c1=O,0,2,1,10,3,0,-8,10,·,-10
Cc1cccc(NC(=O)c2cc(NC(=O)C3CCCCC3C(=O)O)ccc2N2CCOCC2)c1 (stereo not drawn),-4,-5,0,26,2,3,3,-8,1,-26
